# Compound activity as filed in PubChem.
# Yfh1-depleted yeast – enhancers of respiration in Yfh1-depleted yeast, dose response, Friedreich's ataxia, plus single-dose screen (AID 1465) | 220,000 tested, 0.074% active | S. cerevisiae Yfh1-off respiration, WST-1 reduction, 72 h; higher fold induction means a stronger effect | one-dose fold induction at 50 µM; EC50 in µM for titrated hits;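 active = fold induction of absorbance versus untreated yeast above a set limit, then at least 30% activation at any dose in follow-up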;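 also: activators that raise dye reduction in frataxin-depleted yeast; strong numbers were not always called active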
# West Nile antiviral – West Nile virus antiviral activity, cell-based, CPE readout (AID 1621) | West Nile virus-infected cells, CPE inhibition; higher % means a stronger effect | CPE inhibition, % at 10 µM, or IC50 in µM where a hit was titrated | 290,000 tested, 0.02% active; in the data active = a potency from the dose series; also: strong numbers were not always called active
# NS5 inhibitors – Dengue-2 NS5 methyltransferase inhibitors, primary screen, biochemical, confirmation dose response (AID 588689). Genome polyprotein (Dengue virus type 2 (strain 16681-PDK53)). Dengue-2 NS5 methyltransferase capping enzyme assay, biochemical; higher % means a stronger effect. inhibition, % at 25 µM; hits with a dose series show IC50 in µM. 340,000 tested, 0.3% active; in the data active = a potency from the dose series
# Numbers without * were called inactive; i = inactive; . = not tested or not shown.
smiles,Yfh1-depleted yeast,West Nile antiviral,NS5 inhibitors
NNC(=O)CP(=O)(c1ccccc1)c1ccccc1,.,.,-3.7%
C[C@H]1c2cccc(O)c2C(O)=C2C(=O)[C@]3(O)C(O)=C(C(N)=O)C(=O)[C@@H](N(C)C)C3[C@@H](O)C21 (stereo partly drawn),.,.,-0.8%
COc1c(O)cc2c(c1O)[C@@H]1OC(CO)C(O)C(O)[C@H]1OC2=O (stereo partly drawn),.,.,-3.0%
CC1OC(CC(=O)O)CC2=C1C(=O)c1c(O)cccc1C2=O (stereo not drawn),.,.,5.04µM*
COc1c(O)cc2c(c1O)[C@@H]1O[C@H](CO)[C@@H](O)[C@H](O)C1OC2=O (stereo partly drawn),.,.,-5.8%
O=C1Cc2c([nH]c3ccc([N+](=O)[O-])cc23)-c2ccccc2N1,.,.,1.9%
CC(=O)Nc1ccc(O)cc1,.,.,-3.6%
CCOC(=O)NNc1nncc2ccccc12,.,.,0.0%
CC(=O)Nc1ccccc1,.,.,-5.9%
O=c1ccn([C@H]2C[C@H](O)[C@@H](CO)O2)c(=O)[nH]1,i,-0.3%,-5.6%
COc1ccc(CN2CCN(C(c3ccc(F)cc3)c3ccc(F)cc3)CC2)c(OC)c1OC,i,0.7%,-2.2%
COC(=O)C1=CO[C@@H](OC2OC(CO)C(O)C(O)C2O)[C@@H]2[C@@H](C)[C@@H](O)C[C@H]12 (stereo partly drawn),i,-0.1%,-1.4%

# Single entries from above.
# West Nile antiviral, O=c1ccn([C@H]2C[C@H](O)[C@@H](CO)O2)c(=O)[nH]1 → -0.3%
# West Nile antiviral, COc1ccc(CN2CCN(C(c3ccc(F)cc3)c3ccc(F)cc3)CC2)c(OC)c1OC → 0.7%

# 6 records picked at random from those above:
smiles,Yfh1-depleted yeast,West Nile antiviral,NS5 inhibitors
CC(=O)Nc1ccccc1,.,.,-5.9%
CCOC(=O)NNc1nncc2ccccc12,.,.,0.0%
CC1OC(CC(=O)O)CC2=C1C(=O)c1c(O)cccc1C2=O (stereo not drawn),.,.,5.04µM*
O=c1ccn([C@H]2C[C@H](O)[C@@H](CO)O2)c(=O)[nH]1,i,-0.3%,-5.6%
NNC(=O)CP(=O)(c1ccccc1)c1ccccc1,.,.,-3.7%
C[C@H]1c2cccc(O)c2C(O)=C2C(=O)[C@]3(O)C(O)=C(C(N)=O)C(=O)[C@@H](N(C)C)C3[C@@H](O)C21 (stereo partly drawn),.,.,-0.8%

# Some of the compounds tested; the hit share may differ from the screen's.
